# Compound activity as filed in PubChem BioAssay.
# Vc quorum ag – induces V. cholerae light production without autoinducers; activation, % at 18.7 µM; V. cholerae BH1578 lux reporter, luminescence, 6 h; 0.16% of 350,000 active; in the data active = activation mostly above about 9.7%, no sharp cut-off; note: not every result past the cut was called active; inactives centre near 0; reference of the scale not given here
# CCHFV vOTU inh – CCHFV vOTU protease inhibition. Pep-AMC fluorescence. inhibition, % at 11.5 µM. 0.55% of 370,000 active; in the data active = inhibition above about 30%; note: 0% = vehicle wells with enzyme and 100% = no enzyme wells
# Rv3671c inh – Rv3671c (M. tuberculosis) protease inhibition | AID 2606 | 0.048% of 320,000 active | inhibition, % at 5.96 µM; in the data active = inhibition above about 38%;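 note: extracellular domain of Rv3671c used as enzyme; 0% = enzyme with DMSO and 100% = no enzyme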
# Target sequence (P9WHR9 whole entry, looked up, the tested form may be a part): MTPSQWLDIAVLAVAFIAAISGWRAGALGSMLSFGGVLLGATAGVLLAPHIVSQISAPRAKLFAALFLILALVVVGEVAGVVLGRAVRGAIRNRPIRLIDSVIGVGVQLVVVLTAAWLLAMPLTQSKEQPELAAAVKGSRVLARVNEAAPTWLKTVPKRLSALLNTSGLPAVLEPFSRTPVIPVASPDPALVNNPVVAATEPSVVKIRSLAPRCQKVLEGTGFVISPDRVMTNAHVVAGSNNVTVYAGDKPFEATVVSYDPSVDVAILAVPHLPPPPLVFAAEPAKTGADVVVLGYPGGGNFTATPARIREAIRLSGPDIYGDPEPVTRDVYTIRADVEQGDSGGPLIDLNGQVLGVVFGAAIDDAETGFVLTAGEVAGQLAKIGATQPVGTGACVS
# VHR inh abs – inhibitors of human VHR1 phosphatase (DUSP3); inhibition, % at 13.3 µM; recombinant VHR phosphatase, pNPP absorbance; AID 1654; P51452; 0.52% of 290,000 active; in the data active = inhibition above about 50%; note: some compounds called inactive have numbers as strong as hits
# Target sequence (P51452 whole entry, looked up): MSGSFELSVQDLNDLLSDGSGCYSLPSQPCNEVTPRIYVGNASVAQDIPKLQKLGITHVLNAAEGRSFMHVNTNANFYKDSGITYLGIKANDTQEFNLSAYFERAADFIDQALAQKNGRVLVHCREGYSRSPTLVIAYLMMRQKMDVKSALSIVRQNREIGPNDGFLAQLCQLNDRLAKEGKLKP
# MazEF act – increases E. coli MazEF RNase cleavage of RNA; activation, % at 20 µM; FAM/BHQ RNA-DNA oligo cleavage fluorescence, 5 h; P0AE70; AID 504720; 0.32% of 350,000 active; in the data active = activation above about 50%
# Target sequence (P0AE70 whole entry, looked up): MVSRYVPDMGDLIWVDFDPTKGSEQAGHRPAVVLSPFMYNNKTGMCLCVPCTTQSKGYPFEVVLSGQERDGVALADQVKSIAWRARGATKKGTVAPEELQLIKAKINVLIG
# Y pestis TopoI – blocks Yersinia pestis topoisomerase I activity. Y. pestis Topo-I cleavage product accumulation, plate reader. activity, % at 10 µM. 0.064% of 360,000 active; in the data active = activity above about 50%, passing the limit was not always enough; note: inactives centre near 2
# PriA SSB inh – inhibitors of Klebsiella pneumoniae PriA binding to SSB C-terminal tail; AlphaScreen SSBct-PriA binding, biotinylated peptide; inhibition, % at 33 µM; 0.6% of 430,000 active; AID 1272365; in the data active = inhibition mostly above about 37%, no sharp cut-off; inactive = mostly below about 20%;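 note: plate controls were negative control peptide for no effect and reference peptide for full effect; strong numbers were not always called active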
# PrPC TRFRET – cell surface PrPC inhibition, primary TR-FRET screen | P04156 | TR-FRET read-out | inhibition, % at 13.8 µM | 0.43% of 370,000 active; in the data active = inhibition above about 24%; note: 0% = median of the test wells and 100% = reference compound wells
# 3CLpro inhibitor – SARS-CoV 3CLpro protease inhibition | 0.14% of 290,000 active | inhibition, % at 6 µM | P0C6X7 | recombinant SARS-CoV 3CLpro, quenched FRET peptide cleavage; in the data active = inhibition above about 12%
# TcdB GH inh – TcdB glycohydrolase inhibition. P18177. TcdB glycohydrolase enzymatic assay, plate reader. inhibition, % at 9.99 µM. 0.24% of 350,000 active; in the data active = inhibition above about 10%
# An asterisk follows results filed as active; i = inactive; · = no result given; & = joins results of further samples. These rows are one share of the data; the hit share may differ from the screen's.
SMILES,Vc quorum ag,CCHFV vOTU inh,Rv3671c inh,VHR inh abs,MazEF act,Y pestis TopoI,PriA SSB inh,PrPC TRFRET,3CLpro inhibitor,TcdB GH inh
CN(C)c1cccc(C(=O)N/N=C/c2ccccc2F)c1,-0.4,4.2,-2.3,9.1,-6.8,3.3,·,1.6,1.1,3.0
O=C(Nc1ccc(Oc2ccccc2)nc1)C1CCCCN1Cc1cccc(O)c1 (configuration not stated),i,-3.4,8.1,12.5,1.7,1.0,0.6,-5.6,-2.6,0.4
COC(=O)CSc1nnc2c3c4c(sc3nc(-n3nc(C)cc3C)n12)COC(C)(C)C4,0.9,-10.1,4.7,11.7,5.2,-0.1,-22.6,-1.9,2.9,·
O=C(CNC(=O)N1CC(=O)Nc2ccccc21)Nc1nccs1,-0.2,-4.3,-3.8,1.1,4.0,4.2,-5.3,6.8,0.4,0.2
O=c1oc(C2(O)CCCCC2)cc2ccc(/C=C/c3ccc(F)cc3)cc12,0.0,-17.4,3.0,·,-1.2,13.2,7.8,-0.5,·,1.0
COc1cccc(OC)c1OCCCSc1nc(C)cc(=O)[nH]1,i,-3.2,1.2,2.6,6.8,2.3,1.9,4.4,-7.2,·
COc1ccc2c(c1)CCc1c-2nc2ccccc2c1N1CCOCC1,-0.2,8.0,-11.5,33.9,-5.3,4.8,14.8,-4.2,-1.1,2.7
CCS(=O)(=O)N1Cc2ccccc2CC1C(=O)Nc1cc(S(C)(=O)=O)ccc1Cl (configuration not stated),i,-4.0,-4.0,13.7,-2.6,11.7,4.3,3.2,-2.5,1.0
O=C1NCCN(CC2CCN(CCc3ccccc3)CC2)C1=O,-0.4,0.5,·,·,0.3,1.4,·,-1.9,·,0.4
Cc1cc(NC(=O)CSc2nc3ccccc3[nH]2)n(-c2ccccc2)n1,-0.6,2.0,-6.8,12.5,-1.6,-3.6,-10.6,4.7,4.6,-0.6
CC(=O)NCCc1nc2ccccc2n1Cc1ccc(Cl)cc1,i,-1.8,-4.1,16.5,-1.9,2.5,-2.1,-6.3,2.3,3.9
O=C(Nc1ccccc1)C1CC(=O)n2c(nc3ccccc32)N1 (configuration not stated),-0.3,-12.0,9.1,15.2,10.5,-6.8,-0.1,6.2,4.0,0.7
Cc1ccc(CNC(=O)/C(C#N)=C/c2ccc(C)s2)cc1,·,0.2,0.0,7.3,5.2,3.2,-7.1,-4.5,-5.6,·
Cc1cc(C)n(CC(=O)NNC(=O)COc2ccc(Br)cc2F)n1,i,-0.2,5.5,·,-0.4,3.0,-9.2,1.3,·,-1.1
CCOC(=O)NC1(C(F)(F)F)C(=O)NC(C)=C1C#N (configuration not stated),i,1.1,-5.4,9.4,-4.5,-5.3,-15.2,6.9,-3.6,·
CCCC(=O)Nc1ccc(NC(=O)c2ccccc2)nc1,i,-4.4,-1.2,3.7,3.4,-4.8,4.3,-1.3,1.7,0.8
CC(=O)Nc1ccc(S(=O)(=O)NCCC(=O)NCCCc2ccccc2)cc1,3.9,-3.6,1.9,·,13.3,4.4,-6.8,-4.7,·,4.9
COCCN(C(=O)c1cc(-c2ccccc2Cl)nc2ccccc12)c1c(N)n(CC(C)C)c(=O)[nH]c1=O,i,-6.2,·,·,6.7,-2.0,-3.3,-5.4,·,0.2
CC(C)=CC1C(C(=O)NCCOc2ccccc2)C1(C)C (configuration not stated),i,4.7,-3.5,1.0,-8.7,9.4,-33.0,-1.7,1.1,-0.6
Cc1ccc(S(=O)(=O)NCC2CCC(C(=O)NCCCN3CCC(C)CC3)CC2)cc1 (configuration not stated),i,3.4,·,·,-1.9,12.5,·,-3.8,·,1.0
CC(NS(=O)(=O)c1cn(C)c(=O)n(C)c1=O)c1ccccc1 (configuration not stated),i,9.6,1.7,10.1,10.2,8.8,-9.0,-2.5,2.5,1.0
CCCN1CCN(C(=O)C2CCN(S(=O)(=O)c3ccc4c(c3)oc(=O)n4C)CC2)CC1,-0.1,-0.7,·,29.4,0.2,-7.5,-7.2,-6.6,5.7,1.4
COCCn1c(-c2ccc(OC)cc2)cnc1N,-0.4,2.6,-3.4,-21.8,3.2,6.6,11.4,-0.9,-2.8,·
Nc1nnc(SCC(=O)Nc2nnc(-c3ccccc3)o2)s1,i,-2.5,3.3,·,7.6,-0.2,-4.0,4.9,·,0.7
CCOC(=O)c1[nH]c(C)c(C(=O)OCc2ccc(C)cc2)c1C,-0.2,-4.9,-6.7,-52.5,-10.1,-2.4,-8.8,6.9,-0.1,0.9
N#C/C(=C\c1ccc(-c2cccc([N+](=O)[O-])c2)o1)C(=O)N1CCOCC1,-0.4,-3.0,2.8,16.5,0.3,7.9,5.1&-66.0,-11.1,3.2,1.9
N#Cc1c(N)nc2c(c1-c1ccncc1)CCCC2,-0.3,-10.5,0.9,0.8,7.7,3.1,-11.7,3.8,5.0,·
COc1ccccc1-c1cc(-c2ccccc2)nc(SCC(=O)O)c1C#N,i,3.1,·,38.8,4.4,10.1,-10.2,3.0,3.6,1.8
CCOc1ccc(NC(=O)CSc2ncn[nH]2)cc1,i,13.4,0.4,6.5,2.5,1.7,-6.3,4.7,-2.0,-3.2
CN(C)c1ccc(-c2ccnc3c2CC(C)(C(=O)Nc2ccccc2)O3)cc1 (configuration not stated),0.7,12.6,·,·,·,3.0,·,-8.2,·,0.9
CC1(C)C(O)=C(c2nc3ccccc3[nH]2)C(=N)N1c1ccccc1,-0.1,-9.3,12.5,25.5,-6.9,3.9,-15.7,-2.1,-2.6,·
COc1ccc(N2C(=O)CC(c3ccccc3)CC2=O)cc1,0.6,-4.9,0.8,·,1.2,3.2,4.5,-5.1,·,-0.1
CCCCC(=O)N/N=C/c1c(O)n(-c2cccc3ccccc23)c(=O)[nH]c1=O,-0.2,6.8,-5.6,-0.7,6.3,-2.2,·,-1.9,-2.9,1.1
CCc1ccccc1NC(=O)NC1CC2CCC(C1)N2Cc1cccs1 (configuration not stated),i,7.2,-4.5,6.8,-1.3,-1.7,0.1,-0.1,1.1,·
CN1C(=O)C(=Cc2ccc(N3CCOCC3)o2)C(=O)N(C)C1=O,-0.3,29.5*,-9.2,2.1,-135.0,-0.8,-4.2,-39.9,5.5,·
CC(=O)c1cn(CC(=O)NCCc2c[nH]c3ccccc23)c2ccccc12,-0.6,9.2,4.8,12.7,9.2,-2.4,-10.5,3.1,-6.2,1.9
C[C@H]1CN([C@@H](C)CO)C(=O)CCCn2nncc2CO[C@H]1CN(C)S(=O)(=O)c1ccc(Cl)cc1,1.1,4.5,·,·,1.4,4.1,·,-3.6,·,0.8&-0.3&-0.4
Cc1ccc(-c2ccc(CN3C(C)C(=O)N(Cc4cn(CCC5OCCO5)nn4)CCS3(=O)=O)cc2)cc1 (configuration not stated),-0.4,12.1,·,·,4.3,-5.8,·,-11.5,·,1.0
CCOc1ccccc1NC(=S)Nc1ccc(S(N)(=O)=O)cc1,i,2.3,-13.4,26.3,2.3,-0.5,-3.4,4.6,-2.9,-1.1
O=C(CN(C(=O)c1csnn1)c1cccc(C(F)(F)F)c1)NC1CCCC1,-1.5,7.7,-5.1,-3.8,-11.2,2.4,0.2,-1.3,0.3,-0.2
CON(C)c1nc(C2CCCCC2)c2cc(C)ccc2n1,i,-8.0,-3.8,·,-17.6,17.6,-31.0,0.1,·,1.2
Oc1c(Br)cc(C=Nc2ccc3nc(-c4ccccc4)[nH]c3c2)c(O)c1Br,·,-86.1,12.0,-1.8,-2.9,·,20.6,22.8,-2.3,-0.5
O=C(CCCOc1ccc(Cl)cc1Cl)Nc1cc(S(=O)(=O)N2CCOCC2)ccc1N1CCOCC1,i,5.2,·,·,7.5,24.0,-6.9,-0.1,·,0.2
COc1c(Cl)cc(-c2noc(C)c2C(=O)NC(C)C)cc1Cl,-0.2,9.9,9.9,-7.3,11.6,-2.2,-6.4,3.4,-2.6,-0.2
CC(=O)c1cccc(OCC(=O)N(C)CC(=O)NCc2ccco2)c1,-2.6,10.2,7.1,·,-5.7,-9.6,4.0,-4.0,·,0.1
CN(C)S(=O)(=O)c1ccc(NC(=O)c2cc3ccccc3o2)cc1,i,-10.7,-8.7,26.1,6.0,-0.4,-25.0,-5.1,7.3,·
COC(=O)C1=C(c2ccccc2)C[C@@H]2CC[C@H]1N2C(=O)NC1CC1,i,-0.8,-1.0,·,8.5,0.4,0.0,-0.1,·,0.7
CCOC(=O)CC1C(=O)NCCN1C(=O)Nc1ccccc1 (configuration not stated),-0.4,1.2,-5.7,-8.6,2.8,1.1,-2.2,2.8,1.5,·
COc1ccc(CN2CCN(C(C)C)C(CCO)C2)cc1Cn1cncn1 (configuration not stated),-0.4,-13.8,2.5,13.4,-1.1,2.0,-6.3,-3.9,0.6,3.0
CC1Sc2ccc(C#N)cc2N(Cc2cccc(C(F)(F)F)c2)C1=O (configuration not stated),i,13.3,·,·,·,-3.0,·,7.2,·,-0.3
O=C1CCC2=C(CCCC2=O)N1,-0.8,11.7,-2.3,10.3,-6.9,-8.6,5.3,0.8,1.9,0.2
CCCCNC(=S)NCCN1CCCCC1,i,-9.6,-2.3,3.3,-1.2,-2.5,-7.6,-3.8,-2.9,·
CC1Sc2ccc(S(=O)(=O)N3CCC(C(=O)NCC(C)c4ccccc4)CC3)cc2NC1=O (configuration not stated),-0.3,27.2,1.5,-10.2,4.1,22.7,-5.3,11.0,-1.8,2.1
COc1ccc(N(CC(=O)Nc2cccc(N(C)S(C)(=O)=O)c2)S(=O)(=O)c2ccc(C)cc2)cc1,-0.1,5.1,-3.8,-5.0,-4.9,25.2,8.8,4.2,4.9,0.6
Cc1ccc(S(=O)(=O)N2CCCCC2)cc1NC(=O)Cc1cccs1,i,15.4,-4.1,·,0.6,7.6,-11.4,9.5,·,0.7
O=C(NCc1ccccn1)C(=O)N/N=C/c1ccccc1O,0.1,3.3,8.2,7.4,0.7,-4.1,·,3.1,1.3,0.7
CC(=O)N/C(=C\c1ccc(C)cc1)C(=O)O,-0.3,7.9,1.3,-4.6,4.2,3.8,-3.0&-5.6,-3.7,2.8,1.2
C=CCn1c(SCC(=O)c2ccc(O)c(O)c2)nnc1-c1cccc(OC)c1,2.2,6.8,7.4,·,0.4,-14.9,5.8,6.0,·,0.1
Cc1c(NC(=O)COC(=O)/C=C/c2cccc(Br)c2)c(=O)n(-c2ccccc2)n1C,i,0.2,-3.8,·,3.1,15.8,5.6,3.1,·,1.4
O=C(CCC(=O)OCC(=O)c1ccc(Br)cc1)Nc1cccc2cccnc12,-0.3,14.6,3.5,-10.1,-3.6,6.2,-8.3,0.3,-0.6,·
CC(=O)NC1=NN(C(C)=O)C(C)(CC(=O)OC(C)(C)C)S1 (configuration not stated),-0.5,5.2,0.7,-2.8,4.6,5.2,-4.9,8.9,3.0,-2.7
COC(=O)c1ccc(N2CCN(CCNC(=O)Nc3ccc(OC)cc3)CC2)cc1,i,-4.3,9.0,14.9,-28.5,-16.0,6.1,3.6,3.6,-0.8
COc1ccc(/C=C(\CC(=O)O)c2nc3ccccc3s2)cc1O,-0.1,18.9,8.0,-5.2,16.3,0.7,8.5,-7.8,3.5,2.9

# Single records, from the list above. Order of screens: Vc quorum ag | CCHFV vOTU inh | Rv3671c inh | VHR inh abs | MazEF act | Y pestis TopoI | PriA SSB inh | PrPC TRFRET | 3CLpro inhibitor | TcdB GH inh
# COc1ccc(CN2CCN(C(C)C)C(CCO)C2)cc1Cn1cncn1 (configuration not stated) across the screens: -0.4 | -13.8 | 2.5 | 13.4 | -1.1 | 2.0 | -6.3 | -3.9 | 0.6 | 3.0
# COc1ccc(N(CC(=O)Nc2cccc(N(C)S(C)(=O)=O)c2)S(=O)(=O)c2ccc(C)cc2)cc1 across the screens: -0.1 | 5.1 | -3.8 | -5.0 | -4.9 | 25.2 | 8.8 | 4.2 | 4.9 | 0.6
# Cc1c(NC(=O)COC(=O)/C=C/c2cccc(Br)c2)c(=O)n(-c2ccccc2)n1C across the screens: i | 0.2 | -3.8 | · | 3.1 | 15.8 | 5.6 | 3.1 | · | 1.4
# COC(=O)c1ccc(N2CCN(CCNC(=O)Nc3ccc(OC)cc3)CC2)cc1 across the screens: i | -4.3 | 9.0 | 14.9 | -28.5 | -16.0 | 6.1 | 3.6 | 3.6 | -0.8
